High-throughput results: PubChem BioAssay, National Center for Advancing Translational Sciences (NCATS)
USP2a block = blocks human ubiquitin-specific protease USP2a. O75604. USP2 core, Ub-CHOP2 coupled fluorogenic reporter, 485/531. Potency, µM (titrated, usually from 38.3 µM), without a hit: at the top dose activity change, negative = inhibition, hits mostly inhibitors. hit rate 0.01% among 330,000;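 also: potency is read from the fitted curve at half-maximal effect; plate controls were DMSO wells for no effect and full inhibition by NEM control for full effect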
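Cell-free coupled assay: 10nM USP2 core preincubated 30min RT with compound in Tris-HCl pH 8.0/CaCl2/CHAPS buffer, then 25nM Ub-CHOP2 and 25nM reporter substrate; fluorescence (Ex 485/Em 531) read after 60min RT, normalized to NEM inhibition, concentration-response curves fitted.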
FBPA coupling cs = inhibits coupling enzyme system, counter-screen for aldolase hits. coupling enzyme system counterscreen, AmpLite Red fluorescence. activity change, negative = inhibition, % at 58.2 µM, hits read low. hit rate 0.67% among 290,000; in the data active = activity change below about -30%; also: % is scaled to controls: 0 for no effect and ±100 for the full control effect
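First, compound is pin-transferred into glyceraldehyde-3-phosphate coupling-enzyme reagent at 57.5 uM final and held 10 min at RT. Next, substrate, coupling system and AmpLite Red are added. After 20 min RT, fluorescence (525/598 nm) is read.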
Giardia killer = Giardia lamblia killing; Giardia lamblia trophozoite viability; activity change, % at 7.66 µM, hits read low; hit rate 0.15% among 340,000; in the data active = activity change below about -80%; inconclusive = between about -30% and that limit;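 also: parasites exposed to compound for two days anaerobically before the ATP read; % is scaled to controls: 0 for no effect and ±100 for the full control effect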
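Each well holds 100 Giardia trophozoites and compound. After two days (48 hrs) at 37 deg C in anaerobic conditions, ATP is quantified by luminescence.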
B2AR arrestin = recruits beta-arrestin to the human beta2-adrenergic receptor. AID 492947. hit rate 0.02% among 330,000. Potency, µM (titrated, usually from 46.1 µM), without a hit: at the highest dose activation, most hits filed as activators. beta-arrestin recruitment to beta2AR, cell-based reporter;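 also: potency is read from the fitted curve at half-maximal effect; 0% = DMSO controls and full agonism = EC100 isoproterenol or metaproterenol; nearly all actives have a fitted effect of over 65% in size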
TRPV1 ag = agonists of human vanilloid receptor 1 (TRPV1); Q8NER1; TRPV1-expressing cells, Fluo-8 calcium influx, agonist mode; activation, % at 8.33 µM; hit rate 0.19% among 320,000; AID 540275; in the data active = activation above about 80%; inconclusive = between about 30% and that limit; also: 0% is about no effect
Target sequence (Q8NER1 whole entry, looked up): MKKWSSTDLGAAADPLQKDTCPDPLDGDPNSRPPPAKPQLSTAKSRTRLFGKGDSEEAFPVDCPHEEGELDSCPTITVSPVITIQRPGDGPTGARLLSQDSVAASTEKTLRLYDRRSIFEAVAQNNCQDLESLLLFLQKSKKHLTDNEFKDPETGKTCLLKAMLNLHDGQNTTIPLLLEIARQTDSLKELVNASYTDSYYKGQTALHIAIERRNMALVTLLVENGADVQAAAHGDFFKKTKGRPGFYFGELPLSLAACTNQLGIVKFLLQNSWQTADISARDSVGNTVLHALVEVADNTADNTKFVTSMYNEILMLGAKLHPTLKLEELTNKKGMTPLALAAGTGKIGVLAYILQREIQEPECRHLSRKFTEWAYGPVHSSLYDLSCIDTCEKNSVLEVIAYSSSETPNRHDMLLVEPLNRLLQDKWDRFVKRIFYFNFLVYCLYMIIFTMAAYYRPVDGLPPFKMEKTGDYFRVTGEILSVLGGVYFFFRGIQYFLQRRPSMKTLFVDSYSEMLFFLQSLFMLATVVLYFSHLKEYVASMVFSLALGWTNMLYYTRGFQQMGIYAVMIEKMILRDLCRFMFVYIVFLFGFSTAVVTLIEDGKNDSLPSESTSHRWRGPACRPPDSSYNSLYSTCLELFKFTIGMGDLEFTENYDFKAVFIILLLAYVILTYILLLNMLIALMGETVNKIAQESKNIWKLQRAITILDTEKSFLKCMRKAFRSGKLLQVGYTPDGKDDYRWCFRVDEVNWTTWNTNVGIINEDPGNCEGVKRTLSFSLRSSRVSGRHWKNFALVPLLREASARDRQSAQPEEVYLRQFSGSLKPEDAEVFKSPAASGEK
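Fluo-8 calcium influx in TRPV1-expressing cells, kinetic read (ex 480/em 520 nm). Compound added and read 3 min for agonist activity, followed by capsaicin at EC20 final and 2 min further read for enhancement.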
hERG WT inh = inhibitors of human wildtype KCNH2 potassium channel; U2OS, BacMam KCNH2, thallium flux FluxOr; hits give low values; Q12809; hit rate 0.37% among 340,000; AID 720551; activity change, % at 1.84 µM;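 active = maximum activity change below -70%; inconclusive = maximum activity change between -70% and -50%; inactive = maximum activity change above -50%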; also: % is scaled to controls: 0 for no effect and ±100 for the full control effect
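U2OS cells were transduced with wild-type KCNH2 virus (2.03 x 10^8 / mL) for 4 h at room temperature, then cultured overnight at 37 C. Thallium flux was read with FluxOr dye. Rate constants were normalized to DMSO controls.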
PKM2 activator = increases activity of human pyruvate kinase M2 | purified PKM2, Kinase-Glo ATP luminescence, activation; response scale: 0% is enzyme alone, no compound | Potency, µM (highest dose often 57.5 µM), for inactives: at the top dose activation, usual class: activators | hit rate 0.34% among 260,000; also: potency is read from the fitted curve at half-maximal effect; % is scaled to controls: 0 for no effect and ±100 for the full control effect; nearly all actives have a fitted effect of over 55% in size
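hPK-M2, >95% pure; 0.1 mM ADP / 0.5 mM PEP final; imidazole pH7.2 buffer w/ 7 mM MgCl2, 50 mM KCl; 1 h RT; Kinase-Glo lum. Intermediate enzyme activity for dual inhibitor/activator qHTS.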
GALK inh = galactokinase (human) inhibition; Purified GALK, Kinase-Glo residual ATP luminescence; hit rate 0.007% among 270,000; Potency, µM (highest dose often 57.5 µM), for inactives: at the top dose activity change, negative = inhibition, hits mostly inhibitors; also: potency is read from the fitted curve at half-maximal effect; % is scaled to controls: 0 for no effect and ±100 for the full control effect
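ATP-depletion format; final 35 uM ATP, 100 uM D-galactose, 5 nM enzyme; pH 8.0 HEPES/Mg2+ buffer; 60 min RT; luminescence read 10 min after detection reagent.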
Menin-MLL TR inh = menin-MLL binding inhibition, Texas Red mutant peptide. O00255. Menin + Texas Red MLL mutant peptide, fluorescence polarization. Potency, µM (top dose mostly 61.6 µM), inactives show at the highest dose FP activity change, negative = inhibition, actives largely listed as inhibitors. hit rate 0.23% among 270,000; active = well fitted inhibition curve with a large enough effect in the polarisation, with a control signal flat, not every such curve was filed as active; inconclusive = small, poorly fitted or top-dose-only effect, or effect the other way, or a change in a side signal; inactive = no such curve, though single readings can be large or run the other way; the % refers to the polarisation; also: potency is read from the fitted curve at half-maximal effect; % of control where 0% means no effect; many of its hits are not listed in these tables
CXXC DNA block = MLL CXXC-DNA interaction inhibition. Potency, µM (highest dose often 115 µM), inactives show top-dose activity change, negative = inhibition, hits mostly inhibitors. Q03164. AID 2662. hit rate 0.037% among 290,000. MLL-CXXC / FITC-HOXA9 DNA fluorescence polarization; active = well fitted inhibition curve with a large enough effect in the polarisation, with a control signal flat, not every such curve was filed as active; inconclusive = small, poorly fitted or top-dose-only effect, or effect the other way, or a change in a side signal; inactive = no such curve, though single readings can be large or run the other way; the % refers to the polarisation; also: potency is read from the fitted curve at half-maximal effect
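Fluorescence polarization: 7 uM MLL-CXXC (stock) preincubated 5 min with compounds, then 50 nM fluorescein-HOX-A9 DNA (stock) added; 30 min ambient. Buffer 50 mM Tris-HCl pH 7.5, 50 mM NaCl, 1 mM DTT, 0.05% BSA.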
KCNH2 3.1 block = blocks the human KCNH2 3.1 channel isoform; U2OS KCNH2 3.1, thallium flux FluxOr; hits give low values; activity change, % (tested at about 1.8 µM); hit rate 0.95% among 340,000; AID 720553;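 active = maximum activity change below -70%; inconclusive = maximum activity change from -70% to -50%; inactive = maximum activity change above -50%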;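 also: thallium influx rate constant from kinetic fluorescence after stimulation buffer; % is scaled to controls: 0 for no effect and ±100 for the full control effect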
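We transduce U2OS cells with the mutant 3.1 virus, culture them overnight, load FluxOr with Red40 quencher for 45 min, then add stimulation buffer and read kinetically for 2 min to derive a normalized rate constant.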
* marks the source's active call; other numbers are inactive results; u = inconclusive; x = no result given; [ ] = dose if it differs, or a comment. Unless noted, calls follow the shape of the dose curve; as a rule, active = well fitted curve in the direction sought with a large enough effect; inconclusive = small, poorly fitted or top-dose-only effect, or another doubt; inactive = no such curve, though single readings can be large; an effect the other way counts as inactive or inconclusive. This is a subset; the hit share may differ from the screen's.

Below each compound: FBPA coupling cs	GALK inh	CXXC DNA block	hERG WT inh	Menin-MLL TR inh	KCNH2 3.1 block	PKM2 activator	USP2a block	TRPV1 ag	B2AR arrestin	Giardia killer
O=C(O)c1ccc(N2C(=O)CC(N3CCN(c4cccc(C(F)(F)F)c4)CC3)C2=O)cc1 (stereo not given)
  0	0%	-11%	0	-5%	-5	-3%[11.5 µM]	-1%	0	-0.4%	4
Cc1ccccc1OCC(=O)Nc1ccc(N2CCOCC2)cc1N1CCOCC1
  x	x	x	1	x	2	x	1%	u	0.2%	-4
COc1ccc(CC(=O)OCC(=O)Nc2ccc3c(c2)OCCO3)cc1OC
  -3	2%	1%	4	3%	-3	2%	-1%	u	-0.9%	3
CCCc1cc(=O)[nH]c(SCC(=O)Nc2ccc(C(=O)Nc3ccccc3OC)cc2)n1
  x	x	x	1	x	2	x	1%	x	0.0%	4
COc1ccc(NC(=O)c2ccc(CN3CCc4ccccc4C3)cc2)c(OC)c1
  -2	-5%	1%	-1	-8%	2	-4%	5%	3	-0.8%	0
O=C(O)CCc1ccc(-c2ccc(F)cc2)n1Cc1ccco1
  13	-6%	-10%	-24	0%	7	0%	1%	2	-0.8%	-2
CC1=C(C(=O)OC2CCCC2)C(c2coc3ccc(C)cc3c2=O)C2=C(CCCC2=O)N1 (stereo not given)
  -2	0%	6%	x	-17%	16	7%	0%	9	-0.3%	-3
CCOC(=O)N1CCC(NC(=O)C2CCN(c3ccc(N4CCOCC4)nn3)CC2)CC1
  3	-2%	6%	-1	5%	-1	4%	-1%	2	0.1%	-10
CC(C)(C)C1CCC(C(=O)Nc2cccnc2)CC1 (stereo not given)
  1	2%	29%	-2	11%	-5	11%	0%	u	0.0%	1
CCN(CC)S(=O)(=O)c1c(Br)cc(C)cc1Br
  -10	3%	-1%	-11	-2%	-8	2%	3%	0	-0.1%	-4
COc1ccc(C(=O)NC(=S)Nc2ccc(Cl)cn2)cc1OC
  0	1%	u	7	26%	11	u	1%	-1	0.1%	-10
CCCCOC(=O)c1ccc(Nc2ccc([N+](=O)[O-])cn2)cc1
  5	1%	-1%	12	-8%	12	u	7%	u	-0.7%	2
Cc1cc(=O)oc2c3c(cc(OCC(=O)NCc4ccco4)c12)OC(C)(C)CC3
  1	x	9%	-2	-23%	6	2%	0%	8	-0.3%	-6
Cc1cc(C)nc(N2CCCC(C(=O)Nc3ccc4c(c3)OCO4)C2)n1 (stereo not given)
  2	-2%	2%	7	17%	-3	6%	-2%	83*	-0.9%	8
O=C(Cn1nc(-c2ccccc2)c2ccccc2c1=O)Nc1ccccn1
  0	-2%	8%	-1	-17%	8	-11%	-7%	17	-0.1%	3
Cc1cc(C(=O)OCC(=O)N2CCN(C(=O)c3ccco3)CC2)c(C)n1-c1ccc(F)cc1
  0	-1%	-5%	-5	u	-7	-3%	0%	7	0.0%	-26
CC(C)CCn1c(N2CCC(C(N)=O)CC2)nc2c1c(=O)[nH]c(=O)n2C
  -1	2%	-5%	-1	-4%	11	-12%	1%	3	-0.1%	10
Cc1ccc(CNS(=O)(=O)c2c(C(=O)N3CCCCC3)c(C)n(C)c2C)cc1
  3	10%	1%	-5	-15%	11	x	0%	1	-0.1%	6
Cc1cccc2nc(CSC(=N)N)c(Br)n12
  1	1%	0%	-10	-9%	-1	u	3%	-5	-0.2%	3
CCNCCNC(=O)c1c(O)c2cccc3c2n(c1=O)CCC3
  -3	0%	-7%	-179*	-4%	8	4%	-2%	1	-1.5%	-4
COc1ccc(CN(C)C(=O)Cn2cnc3c(SC)nc(N)nc32)cc1OC
  x	x	x	1	x	5	x	3%	x	-0.5%	31[activator]
COCCn1c(SCC(=O)c2[nH]c(C)c(C(C)=O)c2C)nc2ccccc21
  -2	0%	-1%	3	13%	1	5%	2%	8	0.1%	-5
Cn1c(-c2ccc(Cl)nc2)nc2ccccc21
  -1	1%	u	0	u	-14	x	0%	-3	0.6%	-13
COCCNC(=O)c1onc(CSc2cccc(OC)c2)c1C(=O)NCCOC
  x	x	x	9	x	-1	x	4%	6	-0.1%	3
CC1(C)CC(=O)C=C(NCc2cccs2)C1
  0	-4%	-9%	11	-9%	-11	-3%	u	21	-0.8%	-8
CCCOC(=O)c1ccc(-n2nnnc2SCC(=O)N2CCCCC2)cc1
  1	0%	0%	-8	-3%	2	-2%	0%	u	0.3%	9
COc1ccc(OCC(=O)Nc2ccccc2OC(F)F)cc1
  0	-1%	12%	-11	9%	6	-14%	0%	10	-0.6%	1
CCCS(=O)(=O)N1CCCC(C(=O)NCCc2ccccc2)C1 (stereo not given)
  -2	-3%	3%	-19	-2%	4	x	5%	2	0.1%	-20
CC(C)c1ccc(/C=C/C(=O)NC(=S)NN2CCOCC2)cc1
  x	-8%	17%	0	x	-9	x	2%	-4	-0.9%	-3
Cc1oc(-c2ccccc2Cl)nc1CS(=O)(=O)CC(=O)NCCc1ccccc1
  6	x	x	3	-16%	3	1%	-1%	-1	-0.9%	-14
CCOCCCNCC(=O)Nc1cc(S(=O)(=O)N2CCOCC2)ccc1N1CCOCC1
  x	x	x	-10	x	8	x	-1%	x	-1.4%	-11
Cc1ccc2c(c1)cc(CN(Cc1ccco1)C(=O)N1CCOCC1)c1nnnn12
  2	5%	8%	5	-6%	-4	-2%	1%	3	-0.5%	-13
O=c1[nH]c(-c2ccc(O)cc2)nc2scc(-c3cccs3)c12
  0	x	-7%	2	x	-5	9%	-1%	u	-0.2%	-23
CC(OC(=O)c1cccc([N+](=O)[O-])c1)C(=O)NCc1ccc2c(c1)OCO2 (stereo not given)
  x	2%	-5%	9	x	14	0%	0%	0	0.4%	-14
COCCNC(=S)NNC(=O)c1cccs1
  -1	-1%	-1%	-6	-12%	0	-4%	4%	2	0.1%	-18
O=C(CSc1ccccn1)N1CCNC1=O
  x	x	x	-3	x	5	x	0%	x	-0.3%	17
CC(=O)Nc1ccc(S(=O)(=O)NCC(=O)NNC(=O)COc2ccccc2Cl)cc1
  x	x	x	-8	x	12	x	1%	-1	0.0%	7
Cn1c(SCC(=O)NCC2CCCO2)nc2scc(-c3ccccc3)c2c1=O (stereo not given)
  x	x	x	0	x	-30	x	0%	4	0.2%	15
O=C(CSc1nnnn1-c1cccc2ccccc12)N1CCOCC1
  -2	-1%	10%	-2	-22%	-9	3%	1%	2	0.4%	5
COc1ccc(Cl)cc1-c1nc(SCC(=O)NC(C)C(C)C)n[nH]1 (stereo not given)
  -1	-1%	26%	-1	-1%	-16	-3%	2%	0	0.2%	11
NC(=O)CSC1=N/C(=C\c2ccco2)C(=O)N1c1ccc(OC(F)F)cc1
  0	0%	6%	-1	u	26	2%	-2%	2	0.1%	-4
CCOC(=O)C(CC)n1cnc2c(nnn2-c2cccc(OC)c2)c1=O (stereo not given)
  0	0%	5%	12	u	7	x	3%	1	-0.7%	-9
Cc1cc(Nc2ccc(F)cc2)n2nc(C)nc2n1
  1	2%	8%	3	8%	17	2%	1%	0	0.4%	-18
COC(=O)C1=C(O)/C(=C\c2ccc(OCC(=O)Nc3ccccc3OC)cc2)N=C1C
  3	5%	5%	10	0%	-1	-6%[0.46 µM]	0%	0	-0.9%	-18
COC(=O)C1=C(C)NC2=C(C1c1ccc(O)cc1)S(=O)(=O)c1ccccc12 (stereo not given)
  4	0%	9%	5	-1%	3	5%	0%	-2	0.2%	5
CC(=O)Nc1ccc(S(=O)(=O)Nc2ccc(S(=O)(=O)Nc3ncccn3)cc2)cc1
  9	4%	1%	-7	2%	10	-2%	1%	-1	0.1%	0
CN(CC(=O)Nc1ccc(Cl)c(Cl)c1)C1CCCCC1
  2	-4%	8%	13	-6%	-13	1%	2%	u	-0.1%	10
O=C(CC12CCC(CC1)C2)NCc1ccc2c(c1)OCO2
  0	-2%	1%	-4	-8%	9	2%	3%	14	-0.3%	-7
OCCC1CN(Cc2cnn(-c3ccc(F)cc3)c2)CCN1Cc1ccsc1 (stereo not given)
  -1	-1%	-8%	-17	0%	-22	1%	1%	4	0.4%	-13
COc1ccc(-n2ncc3c2CC(C)(C)CC3NC(=O)C2=CC(=O)CC(C)(C)O2)cc1 (stereo not given)
  x	3%	-2%	-16	x	12	x	-2%	1	0.5%	0
COc1cc(CC(=O)N(c2ccccc2)c2nc(C)cs2)cc(OC)c1OC
  2	-1%	6%	1	-29%	-10	-3%	-1%	8	0.1%	u
CCC(O)C(C)(C)C (stereo not given)
  x	x	x	23	x	-9	x	1%	3	0.4%	-7
CCn1cc(C(=O)N2CCN(Cc3ccc4c(c3)OCO4)CC2)c(=O)c2ccc(C)nc21
  -3	1%	6%	-4	-3%	6	-1%	0%	-2	0.1%	-20
